Bioassay records (PubChem)
CHT allo act: human CHT allosteric activation; CHT-expressing cells, membrane potential dye, choline EC20; stronger effect = higher value; LV-AA mutant CHT in HEK293 cells; B-score at 10 µM; actives 0.49% (n = 310,000); AID 488977;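 active means initial fluorescence not abnormally high and integrated response B-score, plate-corrected, over 3 SD above library mean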
Target sequence (Q9GZV3 whole entry, looked up): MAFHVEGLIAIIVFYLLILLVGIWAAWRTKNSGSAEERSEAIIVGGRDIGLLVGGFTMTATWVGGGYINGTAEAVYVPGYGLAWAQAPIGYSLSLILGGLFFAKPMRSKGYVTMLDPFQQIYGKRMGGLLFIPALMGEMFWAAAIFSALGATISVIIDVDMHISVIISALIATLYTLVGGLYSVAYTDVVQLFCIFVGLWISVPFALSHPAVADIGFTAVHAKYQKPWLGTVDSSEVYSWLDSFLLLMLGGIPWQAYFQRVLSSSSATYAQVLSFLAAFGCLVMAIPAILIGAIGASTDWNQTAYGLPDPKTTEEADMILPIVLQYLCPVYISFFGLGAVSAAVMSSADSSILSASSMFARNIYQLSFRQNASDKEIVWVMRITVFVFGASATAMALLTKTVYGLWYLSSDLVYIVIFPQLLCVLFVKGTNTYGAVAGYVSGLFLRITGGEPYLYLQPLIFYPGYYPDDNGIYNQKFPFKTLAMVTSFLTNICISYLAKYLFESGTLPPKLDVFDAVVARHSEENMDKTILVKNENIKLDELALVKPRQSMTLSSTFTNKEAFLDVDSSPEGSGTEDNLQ
OX1R antagonist: blocks the human orexin 1 receptor | inhibition, % at 5 µM | O43613 | AID 434989 | CHO/OX1R cells, Fluo-8 calcium fluorescence, orexin A | actives 0.43% (n = 330,000);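 active means inhibition above its plate's threshold, mean inhibition of all tested compounds on the plate plus 3 SD, cut at about 37% in these data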;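 further: 0% = orexin A challenge wells and 100% = SB-334867-A antagonist wells; not every result past the cut was called active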
Target sequence (O43613 whole entry, looked up): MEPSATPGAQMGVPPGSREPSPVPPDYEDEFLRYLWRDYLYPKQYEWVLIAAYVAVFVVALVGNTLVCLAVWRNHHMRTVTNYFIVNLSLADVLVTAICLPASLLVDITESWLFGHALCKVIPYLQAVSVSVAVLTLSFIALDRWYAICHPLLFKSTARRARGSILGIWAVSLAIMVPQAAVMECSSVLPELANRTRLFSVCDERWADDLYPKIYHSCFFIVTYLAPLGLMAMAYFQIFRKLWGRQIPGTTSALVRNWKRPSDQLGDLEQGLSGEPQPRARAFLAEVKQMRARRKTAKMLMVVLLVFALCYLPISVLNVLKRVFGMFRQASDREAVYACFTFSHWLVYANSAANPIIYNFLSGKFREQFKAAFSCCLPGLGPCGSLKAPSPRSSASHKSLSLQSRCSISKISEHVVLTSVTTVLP
Numbers without * were called inactive; i = inactive; x = no result given.

Value order: CHT allo act | OX1R antagonist
- CC(c1ccccc1)C1CC(=O)N(Cc2ccccc2)C1=O (stereo not given)
  i | 1.8
- CC(=O)c1cccc(NC(=O)CSc2nc(C3CC3)nc3ccccc23)c1
  i | -29.4
- CCNCCNC(=O)c1c(O)c2ccccc2n(CC)c1=O
  i | -18.5
- COc1ccc(CC2(CO)CCN(S(=O)(=O)c3cccc4cccnc34)CC2)cc1
  i | -13.7
- COC(=O)c1cccc(C(=O)N2CCC(CO)(CCc3ccccc3)CC2)c1
  i | -34.9
- CC(c1ccco1)N(C(=O)C12CC3CC(CC(C)(C3)C1)C2)c1ccccn1 (stereo not given)
  i | -24.4
- CCOc1ncccc1C(=O)N1CCCSC1=Nc1ccc(C(C)=O)cc1
  i | -24.8
- COCCN1C(=O)N[C@@H](c2cccs2)C(C(C)=O)=C1C
  i | -17.3
- COc1ccc(C(=O)CSc2nnc(-c3ccccc3)o2)cc1
  i | -28.4
- CCOc1ccc(CNc2nnnn2C)cc1
  i | -7.0
- CC(=O)N(C)c1ccc(NC(=O)N2CCOCC2)cc1
  i | 5.9
- Cc1ccc(/C=N/NC(=O)c2ccncc2)cc1
  i | -12.9
- CCOCCCNc1ccc(N2C(=O)C3CCCCC3C2=O)cc1[N+](=O)[O-] (stereo not given)
  i | -22.3
- O=C(COC(=O)C1CC(O)CN1S(=O)(=O)c1ccc(Cl)cc1)c1cccc(Cl)c1 (stereo not given)
  i | -29.9
- CCCc1cc(=O)oc2cc(C)cc(OCC(=O)Nc3ccccn3)c12
  i | -29.3
- O=C(NC(CO)(CO)CO)[C@@H]1CCCN1S(=O)(=O)c1cccc2cccnc12
  i | -22.7
- O=c1c(Br)c(NCc2ccccc2)cnn1-c1ccc(F)cc1
  i | -10.9
- COc1ccc(Cl)cc1NC(=O)C1CC(c2ccccc2O)=NO1 (stereo not given)
  i | -3.7
- CC(C)(C)OC(=O)C[C@H]1C/C=C\C[C@@H](CC(=O)N(CCO)Cc2ccccc2)C(=O)NC[C@@H](c2ccccc2)OC1=O
  x | -29.7
- Nc1ncnc2c1ncn2C1CCCO1 (stereo not given)
  i | 2.4
- Cc1cc(NC(=O)CSc2nc3ccccc3c(=O)n2Cc2ccc(F)cc2)no1
  i | -40.6
- CC(=O)N(C)c1ccc(NC(=S)NCC(C)C)cc1
  i | 8.1
- COCCCN(CC(=O)Nc1ccc(N2CCOCC2)cc1)S(=O)(=O)c1ccc(C)cc1
  i | -15.9
- CC(C)c1ccc(Nc2nc(CC(=O)O)cs2)cc1
  i | -21.6
- COc1ccc(NC(=S)NC(=O)/C=C/c2ccccc2)cc1
  i | -19.2
- O=C(CNc1ccc2ccccc2c1)N/N=C/c1ccc(OC(=O)/C=C/c2ccco2)cc1
  i | -24.0
- COc1ccc2oc(=O)cc(CN3CCOCC3)c2c1
  i | -20.2
- Nn1c(SCC(=O)NCc2ccccc2)nncc1=O
  i | -1.9
- CCCc1nc2c(nnn2Cc2ccccc2F)c(=O)[nH]1
  i | -17.7
- CCc1cc(=O)oc2c(CN3CCN(C)CC3)c(O)ccc12
  i | -19.4
- Cc1cc(Cl)ccc1OC(C)C(=O)NCCCn1ccnc1 (stereo not given)
  i | -28.7
- CC(/C=N/NC(=O)c1nnn(-c2nonc2N)c1C)=C\c1ccccc1
  i | -6.4
- Cc1ccc(-n2nc(C)c3c2OC(N)=C(C#N)C3c2cccs2)cc1 (stereo not given)
  i | -9.9
- COc1ccc(NC(=O)Nc2ccc3nc(C)c(C)nc3c2)cc1
  i | -4.1
- Cc1cc(C)nc(SCCc2ccncc2)n1
  i | 2.1
- Cc1cc(Nc2ccc(C)c(Cl)c2)nc(N2CCOCC2)n1
  i | -10.7
- Cc1ccc(NCc2nnc(SCC(=O)c3ccccc3)n2Cc2ccco2)c(C)c1
  i | -17.2
- CCN(CC)CCn1c(NC(=O)c2ccc(Cl)cc2)nc2ccccc21
  i | -29.4
- O=C(COC(=O)c1ccc(Cl)nc1)Nc1cc(S(=O)(=O)N2CCCCC2)ccc1Cl
  i | -29.6
- N#CCCN/N=C(\Cc1nc2ccccc2[nH]1)c1ccccc1
  i | -21.8
- C1CC1Cc1noc(CN2CCN(CC3CC3)CC2)n1
  i | -0.5
- COc1ccccc1-n1c(=O)c2c3c(sc2n2c(=S)[nH]nc12)CCC3
  i | -1.8
- COc1ccc(OCC(=O)Nc2nnc(C)s2)cc1
  i | -10.2
- Cc1ccc(NC(=O)CC(N)=S)cc1
  i | -12.7
- CCOc1ccc2nc(NCCCNS(=O)(=O)c3ccccc3)c(C#N)cc2c1
  i | -15.7
- COC(=O)c1ccc(OCc2nc(N)nc(N3CCOCC3)n2)cc1
  i | -8.1
- CCc1nnc(NC(=O)CSc2nnc(-c3ccccc3NC(=O)c3ccccc3)o2)s1
  i | -19.5
- Cc1cccc(NC(=O)c2cc([N+](=O)[O-])ccc2NC2CCCCC2)c1
  i | -18.1
- Cn1c2c(c(=O)[nH]c1=O)C(c1ccc(O)cc1)C1=C(N2)c2ccccc2C1=O (stereo not given)
  i | -9.8
- N#Cc1ccc(Oc2cnccn2)cc1
  i | -2.7

(listing goes on)
Value order: CHT allo act | OX1R antagonist
- COc1cc2ccccc2cc1C(=O)Nc1ccccc1C
  i | x
- O=C(/C=C/c1ccccc1[N+](=O)[O-])Nc1cccnc1
  i | -8.8
- CCC(=O)N1CCc2cc(S(=O)(=O)CCC(=O)NCc3ccc(C)cc3)ccc21
  i | -25.7
- CCOc1ccccc1N1CCN(C(=S)Nc2ccc(S(=O)(=O)Nc3ncccn3)cc2)CC1
  i | -20.8
- CCN1C(=O)CC(NNC(=O)c2ccccc2)C1=O (stereo not given)
  i | -0.9
- Cc1ccc(-c2nn(C)c(=O)c3ccccc23)cc1CNC(=O)/C=C/c1ccccc1
  i | -30.6
- O=C(c1cc(-c2ccc(O)cc2)on1)N1CCc2ccccc2C1
  i | 6.6
- O=C(Nc1ccc(NC(=O)c2ccccc2Cl)cc1)c1cccnc1
  i | -13.2
- Cc1ccc(C(=O)OCC(=O)NC2CCCC2)cc1C
  i | -17.9
- O=C(O)c1ccc(N2C(=O)c3cccc(Oc4ccc(Cl)cc4)c3C2=O)cc1
  i | 3.0

At a glance, some entries already given.
Value order: CHT allo act | OX1R antagonist
- Cc1ccc(-c2nn(C)c(=O)c3ccccc23)cc1CNC(=O)/C=C/c1ccccc1
  i | -30.6
- O=C(c1cc(-c2ccc(O)cc2)on1)N1CCc2ccccc2C1
  i | 6.6
- O=C(Nc1ccc(NC(=O)c2ccccc2Cl)cc1)c1cccnc1
  i | -13.2
- Cc1ccc(C(=O)OCC(=O)NC2CCCC2)cc1C
  i | -17.9

(next part)
Value order: CHT allo act | OX1R antagonist
- O=C(O)c1ccc2c3n(nc2c1)-c1ccc(Cl)cc1CO3
  i | 14.4
- Cc1cc(C)cc(Oc2ncnc3c2ncn3Cc2c(Cl)cccc2Cl)c1
  i | -6.3
- CC(C)(C)c1ccc(Cn2nnc3c(=O)[nH]c(C4CCCN(C(=O)c5ccco5)C4)nc32)cc1 (stereo not given)
  i | -35.6
- CC1CC(C)CN(C(=O)c2ccc3ncsc3c2)C1 (stereo not given)
  x | -17.2
- CC(=O)N/C(=C\c1cccs1)C(=O)O
  i | -12.2
- Cc1ccc(CNC(=O)c2cccc(S(C)(=O)=O)c2)cc1
  i | -15.7
- COc1ccc2c(c1)[nH]c1c(=O)n(CCN(C)C)cnc12
  i | -4.7
- COc1cccc(=O)c2c(C)oc(C)c12
  i | -13.6
- COc1ccccc1C(=O)NCCC(=O)Nc1ccc(OC(F)(F)F)cc1
  i | -11.0
- c1ccc(Nc2nc(N3CCCCC3)nc(N3CCNCC3)n2)cc1
  i | -3.7
- CC(=O)N1CCN(CC(=O)Nc2ccccc2C(=O)NCc2ccc(C)cc2)CC1
  i | -39.8
- CCCc1cc(NCCCCO)n2c(nc3ccccc32)c1C#N
  i | -26.6
- CCOC(=O)N1CCN(CC(=O)Nc2ccccc2C(=O)Nc2ccccc2)CC1
  x | -8.8
- COCCn1c(C)cc(C(=O)COC(=O)CCc2ccc(S(=O)(=O)N3CCOCC3)cc2)c1C
  i | -14.3
- Cc1cccnc1NC(=O)CNC(=O)c1sc2ccccc2c1Cl
  x | -22.6
- CCCCC(=O)Nc1cc(N(C)C)nc2ccccc12
  i | -12.5
- CCN(CC)S(=O)(=O)c1ccc2[nH]cc(C(=O)NCCc3ccccc3)c(=O)c2c1
  i | -11.1
- CCOc1ccc(/C=C2\SC(=S)N(Nc3ccccc3)C2=O)cc1OC
  i | -8.2
- Cc1cccc(NC(=O)CN2C(=O)S/C(=C\c3cc(C)n(C)c3C)C2=O)c1
  i | -8.6
- O=C(NNC(=O)c1ccc(NC(=O)c2ccccc2)cc1)Nc1ccccc1
  i | 3.2
- Cc1ccccc1Cn1nc(C)c(NC(=O)C2c3ccccc3Oc3ccccc32)c1C
  i | -1.6
- Cc1nn(-c2ccccc2)c(N2CCCC2)c1/C=N/NC(=O)c1cc2ccccc2cc1O
  i | -24.7
- COc1ccc(Cc2nnc(NC(=O)c3ccc(F)cc3)s2)cc1OC
  i | -12.9
- CCOC(=O)Cn1cnc2c(nnn2-c2ccc(OC)cc2)c1=O
  i | 6.8
- CCCC(=O)Nc1ccc(Br)cn1
  i | -11.8
- O=C(NNC(=O)C1C2C=CC(C2)C1C(=O)O)c1ccccc1O (stereo not given)
  i | -11.6
- CCN(C(=O)CN1c2ccccc2CC1C)c1c(N)n(Cc2ccccc2)c(=O)[nH]c1=O (stereo not given)
  i | -21.3
- Cc1cccc2c(N=NC(=O)c3ccc(NS(=O)(=O)c4cccs4)cc3)c(O)[nH]c12
  x | 14.1
- CCOC(=O)N1CCN(C(=O)C2CCN(S(=O)(=O)N3CCC4(CC3)OCCO4)CC2)CC1
  i | -22.9
- CC(C)COP(=O)(OCC(C)C)C(Nc1ccccc1)c1ccc(F)cc1 (stereo not given)
  i | -22.4
- O=C(COc1cc2oc(=O)c3c(c2cc1Cl)CCCC3)NCC1CCC(C(=O)O)CC1 (stereo not given)
  i | -22.4
- O=S(=O)(c1ccccc1)c1nc(-c2ccc(F)cc2)oc1N1CCOCC1
  i | -28.4
- O=C(Cn1c2ccc(F)cc2c2nc3n(c(=O)c21)CCS3)NCC1CCCO1 (stereo not given)
  i | -18.5
- O=C(COC(=O)Cc1ccccc1[N+](=O)[O-])NNC(=O)c1ccc([N+](=O)[O-])cc1
  x | -12.9
- COC(=O)c1nnn(Cc2ccccc2)c1N
  i | -8.3
- CC(Sc1ncnc2c1cnn2-c1ccccc1)C(=O)Nc1ccc(N2CCOCC2)cc1 (stereo not given)
  x | -4.2
- COc1ccccc1OCCn1cc(/C=N/n2cnnc2)c2ccccc21
  i | -14.0
- O=C(c1sc2ccccc2c1Cl)N(Cc1ccco1)C1CCS(=O)(=O)C1 (stereo not given)
  i | -16.8
- O=C(Cn1[nH]c(=O)c2ccccc2c1=O)OCC(=O)c1ccccc1
  x | -21.2
- CCc1cccc2c(C#N)cn(CC(=O)NCc3ccco3)c12
  i | -9.1
- O=C(NCc1ccccn1)c1ccc(Cl)c(S(=O)(=O)Nc2ccccc2C(=O)NCc2ccccn2)c1
  i | -16.7
- CCOP(=O)(O)c1cccc(OCCOCCOc2cccc(P(=O)(O)OCC)c2)c1
  i | -11.2
- COc1ccc2[nH]c3c(c2c1)CCN1C(=O)C(CC(=O)NCc2ccco2)C[C@H](C(=O)N(C(C)C)C(C)C)[C@@]31C (stereo not given in full)
  x | -19.3
- CCCc1cc(=O)c2ccc(OCC(C)=O)cc2o1
  i | -8.6
- Cc1noc(NS(=O)(=O)c2ccc(NC(=O)/C=C/c3ccc(C(C)C)cc3)cc2)c1C
  i | -0.3
- O=C(CC(=O)NN=C1CCCC1)NCCc1ccccc1
  i | -16.3
- Cc1ccc(N(C)S(=O)(=O)c2ccc3c(c2)NC(=O)C(C)S3)cc1 (stereo not given)
  i | -12.1
- COc1ccc2[nH]c(C)c(C(=O)CN3CCc4cc(OC)c(OC)cc4C3)c2c1
  i | -32.3
- Cc1ccc(C)c(CSc2nnc(CCN)o2)c1
  i | -16.3
- CCN(C(=O)COC(=O)CNC(=O)c1ccc2ccccc2c1)C1CCS(=O)(=O)C1 (stereo not given)
  i | -8.8

(listing goes on)
Value order: CHT allo act | OX1R antagonist
- CC(C)(C)c1ccc(S(=O)(=O)NCc2ccc(C(=O)NCc3ccccn3)cc2)cc1
  i | -24.2
- Cc1ccc(C#N)c(SCc2cc3c(cc2Cl)OCO3)n1
  i | -1.6
- Cc1ccc(NC(=O)CN(C)C(=O)c2n[nH]c(=O)c3ccccc23)cc1
  i | -15.1
- CC(=O)Nc1ccc(-c2csc(NCCc3ccccc3)n2)cc1
  i | -32.0
- CC1c2ccccc2N(NC(=O)Cc2ccccc2)C1C (stereo not given)
  i | -19.4
- O=C(CSc1nnnn1Cc1ccccc1)Nc1cccc(F)c1
  i | -15.4
- COc1ccccc1OCC(=O)N1CCCCCCC1
  i | 7.1
- C=CCOc1ccc(/C=N/NC(=O)CN2CCOCC2)cc1OCC
  i | 7.5
- COc1ccc(Br)cc1CN1CCCCCC1
  i | -2.6
- Cc1ccn2cc(C(=O)N3CCCC(Nc4ccc(F)cc4)C3)nc2c1 (stereo not given)
  i | -6.0
- Cc1sc2ncn(CC(=O)N3CCCC(C)C3)c(=O)c2c1S(=O)(=O)N1CCCCC1 (stereo not given)
  i | -38.9
- CC(C)Cn1c(-c2cc(Br)ccc2F)nc2c1c(=O)[nH]c(=O)n2CC(C)C
  i | -35.5
- O=C(Nc1cccc([N+](=O)[O-])c1)c1ccccc1
  i | -9.6
- CCCCC1(C)NC(=O)N(CC(=O)Nc2ccc(S(=O)(=O)N3CCOCC3)cc2)C1=O (stereo not given)
  i | -4.0
- Cc1ccc(OCCNC(=O)c2cccc(S(=O)(=O)N3CCN(C)CC3)c2)cc1
  x | -22.5
- Cc1cc(SC(C)C(=O)NCC(=O)Nc2ccc(F)c(F)c2F)nc2ccccc12 (stereo not given)
  i | -16.7
